Screens as filed in PubChem.
Tb PYK inh – blocks Trypanosoma brucei pyruvate kinase; Q57TT1; TbPYK enzyme, Kinase-Glo Plus ATP luminescence, 45 min; Potency, µM (titrated, usually from 76.8 µM), inactives show at the top dose activity, negative = inhibition, actives largely listed as inhibitors; 0.12% of 410,000 active; AID 624173; note: potency is the fitted concentration of half-maximal effect; nearly all actives have a fitted effect of over 50% in size
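Screened from lowest to highest concentration, compounds were pinned into TbPYK/substrate mixtures, and ADP (130 uM final) was added. Plates sat at room temperature for 45 min prior to Kinase-Glo Plus detection by luminescence.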
LmPK inh – LmPK (Leishmania mexicana) enzyme inhibition; Q27686; purified LmPK, Kinase-Glo ATP luminescence, 1 h; Potency, µM (series often up to 57.5 µM), inactives show at the top dose activity change, negative = inhibition, actives largely listed as inhibitors; 0.37% of 290,000 active; AID 1721; note: potency is the fitted concentration of half-maximal effect
Target sequence (Q27686 whole entry, looked up): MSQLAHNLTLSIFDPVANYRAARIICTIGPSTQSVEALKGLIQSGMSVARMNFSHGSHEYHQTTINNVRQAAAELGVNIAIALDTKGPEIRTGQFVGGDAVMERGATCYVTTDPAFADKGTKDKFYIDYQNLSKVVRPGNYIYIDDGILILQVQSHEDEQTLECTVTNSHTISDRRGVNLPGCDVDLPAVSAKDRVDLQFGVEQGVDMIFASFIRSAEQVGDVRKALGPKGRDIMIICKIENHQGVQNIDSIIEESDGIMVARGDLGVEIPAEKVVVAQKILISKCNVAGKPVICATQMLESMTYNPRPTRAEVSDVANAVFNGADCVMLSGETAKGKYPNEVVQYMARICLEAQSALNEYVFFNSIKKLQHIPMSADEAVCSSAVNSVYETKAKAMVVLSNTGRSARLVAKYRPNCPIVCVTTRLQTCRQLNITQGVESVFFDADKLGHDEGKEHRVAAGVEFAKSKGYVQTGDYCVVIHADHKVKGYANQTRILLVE
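Pyruvate kinase activity monitored as ATP production (luciferase luminescence). Conditions: 0.1 nM enzyme, 0.5 mM PEP, 0.1 mM ADP, 1 h, RT; normalized against uninhibited and no-enzyme wells.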
AmpC inh detg – blocks E. coli AmpC beta-lactamase in detergent assay. P00811. AmpC hydrolysis of nitrocefin, absorbance 480 nm, 0.01% Triton. Potency, µM (doses to about 114 µM), for inactives: top-dose activity change, negative = inhibition, actives largely listed as inhibitors. 0.041% of 370,000 active;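 note: potency is the fitted concentration of half-maximal effect; 0% = no-compound wells and -100% = no-enzyme wells; nearly all actives have a fitted effect of over 25% in size; some results filed as inactive show a strong effect at the top dose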
Target sequence (P00811 whole entry, looked up): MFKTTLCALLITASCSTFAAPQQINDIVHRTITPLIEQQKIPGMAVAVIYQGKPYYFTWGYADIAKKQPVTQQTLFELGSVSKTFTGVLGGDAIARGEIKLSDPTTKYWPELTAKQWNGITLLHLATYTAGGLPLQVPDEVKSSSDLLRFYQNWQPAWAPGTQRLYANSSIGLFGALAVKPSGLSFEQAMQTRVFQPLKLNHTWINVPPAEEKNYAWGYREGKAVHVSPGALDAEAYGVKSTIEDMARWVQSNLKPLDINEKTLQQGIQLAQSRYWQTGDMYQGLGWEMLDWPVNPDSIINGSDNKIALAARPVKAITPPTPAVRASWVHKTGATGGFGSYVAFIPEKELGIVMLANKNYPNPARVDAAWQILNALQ
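20 mM phosphate pH 7.0 + 0.01% (detergent screen) or 0.0001% Triton X-100; 5.3 nM AmpC reagent; cpd preinc 15 min RT; nitrocefin (800 uM stock) to start; A480 q20 s × 4 min; Activity was normalised to no-enzyme and no-compound control wells.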
AMA1-RON2 inh – disrupts binding of P. falciparum AMA1 to RON2; AlphaScreen AMA1-biotinylated RON2 peptide binding; Potency, µM (highest dose often 58.2 µM), for the others: at the top dose activity change, negative = inhibition, most hits filed as inhibitors; AID 720542; 0.2% of 360,000 active;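 note: potency is the fitted concentration of half-maximal effect; 0% = vehicle wells and -100% = peptide control; nearly all actives have a fitted effect of over 45% in size; some results filed as inactive show a strong effect at the top dose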
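AMA1 (3D7) with his tag at 25 nM final met compounds first, then biotinylated RON2 peptide at 25 nM; detection used donor plus acceptor beads, 10 µg/mL apiece, read by AlphaScreen after 30 min at room temperature.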
HCMV antiviral – blocks human cytomegalovirus replication. HFF cells, HCMV-luciferase reporter, 72 h; active compounds read low. activity change, negative = inhibition, % at 57.5 µM. 4.5% of 410,000 active; in the data active = activity change below about -60%; inconclusive = no clear call, values can overlap the other calls; inactive = above about -39%
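After 16 h attachment at 37C, HFF cells received test compound and HCMV-luciferase (1 PFU/cell); reporter luminescence read 72 h later, data normalized against buffer-only and known inhibitor Salinomycin.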
Sm TGR block – S. mansoni TGR enzyme inhibition; AID 485364; purified TGR, DTNB reduction, TNB absorbance 405 nm; Potency, µM (highest dose often 114 µM), without a hit: at the highest dose activity change, negative = inhibition, most hits filed as inhibitors; 3% of 360,000 active; note: potency is the fitted concentration of half-maximal effect; nearly all actives have a fitted effect of over 60% in size
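First, TGR (20 nM dispensed) and NADPH were mixed with compound. Second, a 15 min room-temperature incubation followed. Third, further NADPH and then DTNB were added to start the reaction. Finally, TNB absorbance was monitored kinetically.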
AmpC no deterg – blocks E. coli AmpC beta-lactamase in detergent-free assay | AmpC nitrocefin hydrolysis, absorbance 480 nm, 0.0001% Triton | Potency, µM (highest dose often 57.1 µM), without a hit: at the highest dose activity change, negative = inhibition, most hits filed as inhibitors | 0.52% of 330,000 active;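 note: potency is the fitted concentration of half-maximal effect; plate controls were no compound for no effect and no enzyme for full effect; nearly all actives have a fitted effect of over 20% in size; some results filed as inactive show a strong effect at the top dose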
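20 mM phosphate pH 7.0 + 0.01% (detergent screen) or 0.0001% Triton X-100; 5.3 nM AmpC reagent; cpd preinc 15 min RT; nitrocefin (800 uM stock) to start; A480 q20 s × 4 min; Activity was normalised to no-enzyme and no-compound control wells.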
An asterisk follows results filed as active; u = inconclusive; x = not tested or not shown; & = joins results of further samples; [ ] = remark or other dose. Unless noted, calls come from the whole dose curve; as a rule, active = well fitted curve in the direction sought with a large enough effect; inconclusive = small, poorly fitted or top-dose-only effect, or another doubt; inactive = no such curve, though single readings can be large; an effect the other way counts as inactive or inconclusive. Unless noted, % is set by controls: 0 for no effect and ±100 for the full control effect.

SMILES | Tb PYK inh | LmPK inh | AmpC inh detg | AMA1-RON2 inh | HCMV antiviral | Sm TGR block | AmpC no deterg
Cc1ccc(-c2csc3ncnc(N4CCN(S(=O)(=O)c5cccs5)CC4)c23)cc1 | -2% | x | -5% | 6% | x | -5% | -29%
O=c1c(O[C@@H]2O[C@H](CO)[C@H](O)[C@H](O)[C@H]2O)c(-c2ccc(O)c(O)c2)oc2cc(O)cc(O)c12 | x | 18% | 8% | x | x | 18% | -15%
O=C(COc1ccc2ccccc2c1Br)N1CCOCC1 | -15% | 1% | -12% | -3% | 5 | -18% | 37%
C[C@@H]1CCC[C@H](C)N1NC(=O)c1ccc(Cl)c(S(N)(=O)=O)c1 | -3% | 9% | -13% | 0% | 0 | -4% | -1%
COc1ccccc1/C=N/NC(=O)CCn1cnc2ccccc21 | 3% | -1% | -2% | -5% | -29 | -1% | -18%
O=C(NCc1ccncc1)C1CCCN(S(=O)(=O)c2cc(Cl)ccc2Cl)C1 (stereo not given) | -6% | x | u | 2% | u | 0% | 1%
CCOC(=O)C1=C[C@@H](C(C)(C)C)N(S(=O)(=O)c2ccc([N+](=O)[O-])cc2)[C@H]1c1ccccc1 | 5% | x | x | -13% | -75* | x | x
CN(Cc1ccccc1)S(=O)(=O)c1ccc(NC(=S)NC(=O)C2CCCC2)cc1 | 7% | 5% | 2% | 23% | -18 | 13% | -33%
CCOC(=O)CSc1nnc(NC(=O)c2cccc(S(=O)(=O)N3CCCCCC3)c2)s1 | -10% | 1% | u | 4% | 13 | 2% | 18%
CN1CCC(OC(=O)c2cc3cc(Cl)cc(Cl)c3oc2=O)CC1 | 3% | 5% | u | -3% | 125 | -24% | -13%
O=C(CN1C(=O)CN=C(c2ccccc2Cl)c2cc(Cl)ccc21)NCc1ccco1 | -20% | -3% | 2% | -2% | 3 | -10% | 40%
COC(=O)c1cccc(CN2C(=O)SC(Nc3ccccc3)C2=O)c1 (stereo not given) | 0% | 0% | 2% | 15% | 24 | 2% | -7%
Cc1cccc(NC(=O)/C(C#N)=C/c2ccco2)c1 | 1% | x | 3% | x | 8 | -1% | x
O=[N+]([O-])c1cc(S(=O)(=O)N2CCCCC2)ccc1NCCCN1CCOCC1 | -12% | 0% | u | -9% | u | 14% | 3%
COC(=O)c1ccc(OC)c(Cn2c(=O)n(C)c(=O)c3ccccc32)c1 | -4% | 0% | 0% | 3% | 34 | -3% | -17%
CCCCOCCCn1cnc2c([nH]c3cc(OC)ccc32)c1=O | 5% | -3% | -17% | 4% | 22 | 7% | -8%
COc1cccc(C(=O)Nc2cccc(OCC(=O)c3ccccc3)c2)c1 | 3% | -14% | 3% | -8% | 15 | x | -7%
CCCCCCCN1N=C(C)C(C(=O)c2ccccc2)C1=O (stereo not given) | -6% | 8% | 2% | 57%[activator] | 39 | 2% | -14%
O=C(NCCCn1ccnc1)c1ccc(Br)c(S(=O)(=O)N2CCOCC2)c1 | -4% | -10% | -1% | 6% | -4 | 11% | -12%
C/C(=C\C(=S)Nc1ccccc1)Nc1ccccc1 | -8% | -1% | -7% | 45%[activator] | -26 | -10% | -37%
CC(C)c1ccc(-n2c(-c3ccccc3)c[n+]3c2CCc2ccccc2-3)cc1 | 2% | 5% | -12% | -10% | -98* | -17% | -11%[11.4 µM]
CCCCNC(=O)C1(C)CCCCN1C(=O)c1cc(C#N)cs1 (stereo not given) | 2% | x | x | 9% | 78 | x | x
COc1ccccc1N1CCN(C(=O)CCc2nnc3ccc(N4CCOCC4)nn23)CC1 | 2% | -5% | 3% | -3% | -39 | -13% | 26%
CCCCN1C(=O)C(CC(=O)NCc2cccs2)CC(C(=O)N2CCOCC2)=C1C (stereo not given) | 11% | x | x | 18% | -30 | x | x
CN(Cc1c(O)ccc2c1oc(=O)c1ccccc12)C1CCCCC1 | 1% | -10% | -4% | 21µM* | 25 | 1% | -24%

3 of the compounds above, as tab-separated lines.
Structure	Tb PYK inh	LmPK inh	AmpC inh detg	AMA1-RON2 inh	HCMV antiviral	Sm TGR block	AmpC no deterg
COC(=O)c1ccc(OC)c(Cn2c(=O)n(C)c(=O)c3ccccc32)c1	-4%	0%	0%	3%	34	-3%	-17%
CCCCN1C(=O)C(CC(=O)NCc2cccs2)CC(C(=O)N2CCOCC2)=C1C (stereo not given)	11%	x	x	18%	-30	x	x
O=C(NCCCn1ccnc1)c1ccc(Br)c(S(=O)(=O)N2CCOCC2)c1	-4%	-10%	-1%	6%	-4	11%	-12%

Reprinted at random: 4 compounds from above.
SMILES | Tb PYK inh | LmPK inh | AmpC inh detg | AMA1-RON2 inh | HCMV antiviral | Sm TGR block | AmpC no deterg
CCCCN1C(=O)C(CC(=O)NCc2cccs2)CC(C(=O)N2CCOCC2)=C1C (stereo not given) | 11% | x | x | 18% | -30 | x | x
CCCCCCCN1N=C(C)C(C(=O)c2ccccc2)C1=O (stereo not given) | -6% | 8% | 2% | 57%[activator] | 39 | 2% | -14%
C[C@@H]1CCC[C@H](C)N1NC(=O)c1ccc(Cl)c(S(N)(=O)=O)c1 | -3% | 9% | -13% | 0% | 0 | -4% | -1%
CN(Cc1c(O)ccc2c1oc(=O)c1ccccc12)C1CCCCC1 | 1% | -10% | -4% | 21µM* | 25 | 1% | -24%

Going on with the list:
SMILES | Tb PYK inh | LmPK inh | AmpC inh detg | AMA1-RON2 inh | HCMV antiviral | Sm TGR block | AmpC no deterg
Nc1cccc(C(=O)OCC(=O)Nc2cccc3c2C(=O)c2ccccc2C3=O)c1 | -11% | -3% | -3% | -11% | -8 | -5% | -12%
O=[N+]([O-])c1ccc2nc(-c3ccccn3)[nH]c2c1 | -3% | u | 6% | 68%[activator] | -79* | -5% | -33%
COc1ccccc1Nc1nnc(SCC(=O)Nc2nc(-c3ccc(F)cc3)cs2)s1 | -10% | -1% | 0% | 39%[activator] | -88* | -8% | 16µM*
O=C(NCC(c1ccco1)N1CCOCC1)c1c(F)cccc1F (stereo not given) | -4% | x | -12% | 2% | 18 | 8% | u
Cc1ccccc1NS(=O)(=O)c1ccc(OCC(=O)N2CCCC2)cc1 | -14% | 6% | -13% | -1% | -31 | 0% | 5%
Cc1onc(-c2ccccc2)c1C(=O)Nc1ccc(N2CCOCC2)cc1 | 3% | 2% | -14% | -5% | 29 | -9% | -1%
COCCCNc1nccn2ccnc12 | -1% | x | x | 112%[activator] | -28 | x | x
CCc1nc(N2CCCC2)c(C#N)c2c1CCCC2 | -3% | -3% | u | 6% | -80* | 9% | -10%
Cc1[nH]nc2cn[nH]c12 | 3% | 5% | -13% | -1% | -28 | -10% | -3%
C=CCSc1nnc2c(n1)OC(c1cccnc1)Nc1ccccc1-2 (stereo not given) | 5% | 2% | -9% | 2% | 92 | -1% | -12%
COc1cccc(C(O)c2nc(-c3ccc(OC)nc3)cs2)c1 (stereo not given) | -1% | x | x | -3% | -28 | x | x
COC(=O)[C@@H](Cc1ccccc1)NS(=O)(=O)N[C@H](Cc1ccccc1)C(=O)OC | 0% | x | x | -2% | -7 | x | x
COc1cc(/C=N/N=C(/N)c2nonc2N)cc(Br)c1OCc1ccccc1C | 0% | 2% | 3% | 20% | -38 | -9% | -47%
CC(NC(=O)C(C)(C)C)c1nc2ccccc2n1C (stereo not given) | 4% | 1% | -5% | -13% | -2 | 6% | -13%
COc1ccc(NC(=O)NNC(=O)C(O)(c2ccccc2)c2ccccc2)cc1 | 4% | 2% | u | 139%[activator] | -9 | -9% | -27%
CN1CCN(CCCNC(=O)CCCOc2cc(=O)n(C)c3ccccc23)CC1 | 2% | -3% | u | 14% | 177 | 13% | -15%
O=C1CCCN1CCCNc1ncnc2sccc12 | 2% | 4% | u | -2% | -22 | 5% | -6%
CC1CCCC(C)N1C(=O)CSc1nnnn1Cc1ccccc1 (stereo not given) | -1% | 1% | u | -5% | 40 | -1% | -2%
CC(C)[C@]12CC(=O)[C@H](C)[C@H]1C2 | 0% | x | 3% | 0% | 9 | -3% | -4%
CN(C)S(=O)(=O)Nc1ccc(C(=O)O)cc1 | x | -4% | -2% | 4% | -8 | -3% | -12%
Nc1ccc2c(c1)C(=O)c1ccc(Br)cc1-2 | 4% | x | x | -27% | 45 | x | x
COc1ccc2c(c1)c(C(=O)N/N=C/c1ccc(Cl)cc1)c(C)n2C | -2% | -4% | -1% | 1% | u | 3% | -22%
Cc1ccc(C(=O)c2coc3ccc(O)c(CN(C)C)c23)cc1 | 9% | 1% | -13% | -11% | 8 | 0% | -2%
COc1ccccc1C(=O)C1CCCN(C(=O)c2ccccc2Cl)C1 (stereo not given) | -10% | -4% | -4% | 3% | -22 | -6% | 23%
O=C(Nc1cccc(Cl)c1)C1CCCN(S(=O)(=O)c2ccc(F)cc2)C1 (stereo not given) | 0% | -4% | 3% | -3% | 1 | 1% | -21%

The listing continues:
SMILES | Tb PYK inh | LmPK inh | AmpC inh detg | AMA1-RON2 inh | HCMV antiviral | Sm TGR block | AmpC no deterg
CC(Nc1n[nH]c(=O)[nH]c1=O)C(=O)N/N=C/c1cccs1 (stereo not given) | -1% | -1% | 13% | -9% | -11 | 6% | -1%
Cc1c(NC(=O)CCC2CCCCC2)c(=O)n(-c2ccccc2)n1C | -15% | -1% | -3% | 16% | -36 | 9% | 2%
Cc1cccc(C)c1OCC(=O)NCc1nnc(SCC(=O)NC2CCCCC2C)n1C (stereo not given) | -11% | -1% | 3% | 3% | 13 | 3% | -19%
Cc1ccc(N2CCN(S(=O)(=O)c3nnc(NC(=O)c4ccccc4)s3)CC2)cc1 | -8%&-7% | -1% | -5%&16% | 18% | 19&9 | -21%&-1% | -36%
OCC12CO[C@@H]3c4ccccc4[C@H](OC1)N32 (stereo not given in full) | 4% | -13% | 4% | 11% | 3 | 10% | -6%
Oc1c(C(c2ccccc2F)N2CCOCC2)sc2nc(-c3ccco3)nn12 (stereo not given) | 5% | x | 4% | x | 9 | 14% | x
CC1(C(=O)NCc2ccc3c(c2)OCO3)CCN1C(=O)Cc1ccc(Cl)cc1Cl (stereo not given) | -1% | x | x | -5% | -9 | x | x
COc1ccc(C2C(C(C)=O)=C(O)C(=O)N2Cc2ccccc2)c(OC)c1 (stereo not given) | 5% | 5% | -1% | -9% | u | 1% | -10%
O=C(O)c1cccc2c(-c3ccccc3)c(-c3ccccc3)[nH]c12 | 0% | 2% | -8% | -12% | -14 | -3% | -36%
O=C(C[C@H]1C(=O)N(c2ccccc2)C[C@@H]1Cc1ccccc1)Nc1ccccc1 | 6% | x | x | -4% | 35 | x | x
Cc1cc(Cl)c2oc(C(=O)N3CCC(O)(c4ccccc4)CC3)c(C)c2c1 | 11% | -1% | -1% | -1% | 28 | 7% | 92%[activator]
